# FLuc modulator – inhibits or activates purified firefly luciferase, miR-21 counter-screen | P08659 | purified FLuc, Km substrates, luminescence inhibition | Potency, µM (doses to about 57.5 µM), for the others: top-dose activity change, negative = inhibition, usual class: inhibitors | 360,000 compounds, 6.9% hits | AID 588342; active = well fitted inhibition curve with a large enough effect; inconclusive = small, poorly fitted or top-dose-only effect;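 also: plate controls were vehicle for no effect and reference inhibitor for full effect; nearly all actives have a fitted effect of over 55% in size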
# Target sequence (P08659 whole entry, looked up): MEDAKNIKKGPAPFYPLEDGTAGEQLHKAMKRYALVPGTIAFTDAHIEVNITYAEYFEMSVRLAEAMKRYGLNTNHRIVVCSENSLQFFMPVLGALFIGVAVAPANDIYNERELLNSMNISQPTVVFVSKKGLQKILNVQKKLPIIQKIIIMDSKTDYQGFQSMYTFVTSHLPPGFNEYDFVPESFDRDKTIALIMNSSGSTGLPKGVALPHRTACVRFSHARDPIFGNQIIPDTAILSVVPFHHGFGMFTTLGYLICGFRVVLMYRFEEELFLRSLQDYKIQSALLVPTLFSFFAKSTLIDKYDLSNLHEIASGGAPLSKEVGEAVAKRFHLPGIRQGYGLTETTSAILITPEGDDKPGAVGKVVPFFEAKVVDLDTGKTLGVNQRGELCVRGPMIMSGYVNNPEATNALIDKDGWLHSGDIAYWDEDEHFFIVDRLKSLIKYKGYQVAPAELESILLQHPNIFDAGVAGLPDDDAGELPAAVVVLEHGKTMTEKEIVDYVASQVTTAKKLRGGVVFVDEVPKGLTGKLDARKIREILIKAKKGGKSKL
#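 Purified P. pyralis luciferase, 10 nM final, with Km-level 10 uM D-luciferin and 10 uM ATP in 50 mM Tris acetate pH 7.5, 10 mM Mg acetate, 0.01% Tween-20, 0.05% BSA; 6-point qHTS titration about 60 µM downward; luminescence read.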
# Starred values were filed as active, the others as inactive; ? = inconclusive. Potency is read from the fitted curve at half-maximal effect. An excerpt (hit frequency here may not be typical).
# A first look, 17 compounds:
SMILES,FLuc modulator
COc1ccc(CCn2cc3c(c2-c2ccccc2Br)c(=O)n(C)c(=O)n3C)cc1OC,-9%
O=C(NC1CC(=O)N(c2ccc(Cl)cc2)C1)C1CCCC1 (centres undefined),-5%
Cc1nn(-c2ccc(N3CCCC3)nn2)c(C)c1CCC(=O)Nc1ccccc1,-6%
COc1ccc(CCNC(=O)c2ccc3c(c2)c(C)c(C)n3Cc2ccc(F)cc2)c(OC)c1OC,-15%
CC(=O)N1c2c(cc(Br)cc2S(=O)(=O)N2CCN(c3ccccc3)CC2)CC1C (centres undefined),-14%
CCOc1ccc2c(c1)[C@@H]1C=CC[C@@H]1[C@H](c1ccccc1Cl)N2,4%
Cc1ccc(S(=O)(=O)N2CCCc3cc(NC(=O)c4ccc(C(F)(F)F)cc4)ccc32)cc1,-8%
Clc1cccc(-n2ncc3c(NC4CCCCCC4)ncnc32)c1,6µM*
Cc1ccc(C)c(CN2C(=O)c3ccccc3S(=O)(=O)c3ccc(C(=O)N4CCCC4)cc32)c1,3%
COc1ccccc1N1CCN(C(=O)c2ccc(Nc3nc4ccccc4n4nnnc34)cc2)CC1,-4%
Cn1c(COc2ccccc2C(C)(C)C)nc2ccccc21,?
CSc1ncc(C(=O)Nc2cccc(Cl)c2C)c(-c2ccccc2)n1,-1%
CCOc1ccc(Nc2sc(C(=O)c3ccc(F)cc3)c(N)c2S(=O)(=O)c2ccc(C)cc2)cc1,2%
CCCCN(C)S(=O)(=O)c1cc(-c2nnc3c4ccccc4c(C)nn23)ccc1C,-6%
CCOC(=O)CSc1nc2c(sc3ccccc32)c(=O)n1Cc1ccc(C)cc1,-1%
CCC(C)NC(=O)c1cc(Sc2cccc(Cl)c2)nc2ccccc12 (centres undefined),-1%
CCCCC(=O)Nc1cc(-c2cn3cccnc3n2)ccc1C,-5%

# The listing, previewed entries included:
SMILES,FLuc modulator
COc1ccc(CCn2cc3c(c2-c2ccccc2Br)c(=O)n(C)c(=O)n3C)cc1OC,-9%
O=C(NC1CC(=O)N(c2ccc(Cl)cc2)C1)C1CCCC1 (centres undefined),-5%
Cc1nn(-c2ccc(N3CCCC3)nn2)c(C)c1CCC(=O)Nc1ccccc1,-6%
COc1ccc(CCNC(=O)c2ccc3c(c2)c(C)c(C)n3Cc2ccc(F)cc2)c(OC)c1OC,-15%
CC(=O)N1c2c(cc(Br)cc2S(=O)(=O)N2CCN(c3ccccc3)CC2)CC1C (centres undefined),-14%
CCOc1ccc2c(c1)[C@@H]1C=CC[C@@H]1[C@H](c1ccccc1Cl)N2,4%
Cc1ccc(S(=O)(=O)N2CCCc3cc(NC(=O)c4ccc(C(F)(F)F)cc4)ccc32)cc1,-8%
Clc1cccc(-n2ncc3c(NC4CCCCCC4)ncnc32)c1,6µM*
Cc1ccc(C)c(CN2C(=O)c3ccccc3S(=O)(=O)c3ccc(C(=O)N4CCCC4)cc32)c1,3%
COc1ccccc1N1CCN(C(=O)c2ccc(Nc3nc4ccccc4n4nnnc34)cc2)CC1,-4%
Cn1c(COc2ccccc2C(C)(C)C)nc2ccccc21,?
CSc1ncc(C(=O)Nc2cccc(Cl)c2C)c(-c2ccccc2)n1,-1%
CCOc1ccc(Nc2sc(C(=O)c3ccc(F)cc3)c(N)c2S(=O)(=O)c2ccc(C)cc2)cc1,2%
CCCCN(C)S(=O)(=O)c1cc(-c2nnc3c4ccccc4c(C)nn23)ccc1C,-6%
CCOC(=O)CSc1nc2c(sc3ccccc32)c(=O)n1Cc1ccc(C)cc1,-1%
CCC(C)NC(=O)c1cc(Sc2cccc(Cl)c2)nc2ccccc12 (centres undefined),-1%
CCCCC(=O)Nc1cc(-c2cn3cccnc3n2)ccc1C,-5%
CCn1c(CC2C(=O)N(C)c3ccc(Br)cc32)nc2ccccc2c1=O (centres undefined),5%
COc1ccc2c(c1)c1c(c(=O)n(-c3ccc(F)c(Cl)c3)c(=O)n1Cc1ccccc1F)n2C,-1%
CCOc1cc(CNc2ccc(O)cc2)cc(Br)c1OCc1ccccc1,0%
CCCOc1ccc(C(=O)NCC2OCCc3ccccc32)cc1 (centres undefined),?
O=C(Nc1nc2n(n1)C(c1ccccc1)C=C(c1ccc(Cl)cc1)N2)c1ccco1 (centres undefined),-17%
Cc1oc2ncnc(N3CCOCC3)c2c1C(=O)Nc1ccc(Br)cc1F,4%
COc1ccc(S(=O)(=O)N2CCC(c3nnnn3-c3ccccc3)CC2)cc1OC,-10%
CCCCN(CC)CCNC(=O)Cn1c(=O)c2cccn2c2cccnc21,-4%
CN(C)CCNC(=O)c1ccc2c(c1)N(Cc1ccccc1)C(=O)c1ccccc1S2(=O)=O,3%
COc1ccccc1/C=C/c1nc(C#N)c(NC(C)c2ccccc2)o1 (centres undefined),-10%
Cc1ccc(S(=O)(=O)c2cn(CC(=O)Nc3ccc4c(c3)OCO4)c3ccc(C)cc3c2=O)cc1,-6%
COc1ccc(Cn2ccnc2SCC(=O)Nc2ccc(C)cc2C)cc1,-13%
CCCn1cc(S(=O)(=O)c2ccc(C)c(C)c2)c(=O)c2cc(F)c(N3CCCCC3)cc21,-5%
CCSc1nc(-c2ccccc2OC)nc2c1Cc1c(CO)cnc(C)c1O2,-6%
CCCC(C(=O)NCc1cccc(Cl)c1)N1Cc2ccccc2C1=O (centres undefined),-1%
Cc1ccc(OCC(=O)NCC2(N3CCN(C)CC3)CCCCC2)cc1,-1%
CC(CNC(=O)CCCn1c(=O)c2cccn2c2ccc(F)cc21)c1ccccc1 (centres undefined),1%
CCOc1ccc(NS(=O)(=O)c2ccc3[nH]cc(C(=O)N(C)Cc4ccccc4)c(=O)c3c2)cc1,?
CCOC(=O)c1ccccc1NC(=O)c1sc2ccccc2c1Cl,?
COc1cc(C2c3c(oc4cc(C)c(C)cc4c3=O)C(=O)N2CCCN2CCOCC2)ccc1O (centres undefined),1%
Cc1ccn2cc(CNC(=O)c3cccc(C(F)(F)F)c3)nc2c1,5%
CCN(C(=O)Cn1c(C(=O)OC)cc2oc3ccccc3c21)c1cccc(C)c1,-12%
CCc1nc(SCc2cc(=O)c3cc(F)ccc3[nH]2)n[nH]1,-5%
Cc1cc(C)c(NC(=O)CN2c3ccccc3S(=O)(=O)c3ccccc32)c(C)c1,-1%
Cc1ccccc1OCC(=O)Nc1ccc(C(=O)OCc2cc(=O)n3c(C)csc3n2)cc1,0%
COCCCNc1nc2c(-c3ccccc3)nnn2c2ccccc12,-1%
Cc1ccc(C)c(CSc2c(C(C)C)cnc3c2c(=O)n(C)c(=O)n3C)c1,-12%
Cn1ncc2c(NCc3ccc(Cl)cc3)ncnc21,-1%
COc1ccc(NC(=O)CN2C(=O)CC(c3ccco3)Sc3ccccc32)cc1OC (centres undefined),-1%
CCCCOc1ccc(C(=O)N2CCN(CCc3ccncc3)CC2)cc1,-5%
O=C(NC1(C(F)(F)F)NC(=O)N(CCc2ccccc2)C1=O)c1ccc(Cl)cc1 (centres undefined),-10%
CCc1ccccc1NC(=O)CSc1ncccc1C(=O)O,-12%
CCOC(=O)c1cccc(NC(=O)C2CCCN(S(=O)(=O)c3ccc4c(c3)oc(=O)n4C)C2)c1 (centres undefined),-2%
Cc1cc(=O)n(CC(=O)N2CCCCC2)c2c1c(C)nn2C,1%
COc1ccc(NC(=O)CCc2nnc3n(Cc4ccc(C)cc4)c(=O)c4ccccc4n23)cc1,-7%
Cc1cccc(NC(=O)C(=O)NCC(c2cccnc2)N2CCc3ccccc32)c1C (centres undefined),-7%
CC(=O)Nc1ccc(NC(=O)CN2C(=O)CC(c3ccco3)Sc3ccccc32)cc1 (centres undefined),?
O=c1c2sc3ccccc3c2n(Cc2ccc(Cl)cc2)c(=O)n1Cc1ccco1,-9%
CCCCOC(=O)c1ccc(NC(=O)CSc2nc3c(c(=O)[nH]2)CCCC3)cc1,5%
COc1ccc(-c2cc(C(=O)Oc3ccc(Cl)cc3)c3ccccc3n2)cc1,-16%
CCC(CC)c1nn2c(=O)cc(COc3ccc(NC(=O)c4ccccc4C)cc3)nc2s1,-3%
CC(C)OCCCNC(=O)CN1C(=O)c2cccnc2Sc2ccccc21,3%
CC(C)CCNC(=O)CSc1nc2ccccc2nc1Cc1ccc(Cl)cc1,-5%
# More records follow.
SMILES,FLuc modulator
COc1cc2c(=O)c(S(=O)(=O)c3ccccc3)cn(CC(=O)Nc3ccccc3C)c2cc1OC,2%
O=C1CSC2(C(=O)N(Cc3ccccc3F)c3ccccc32)N1c1ccc(F)cc1 (centres undefined),-11%
COc1ccc(NC(=O)CN2C(=O)C3(SCC(=O)N3c3cccc(OC)c3)c3ccccc32)cc1 (centres undefined),-9%
CCOC(=O)C1CCN(C(=O)c2cc3sc(C)cc3n2C)CC1,-15%
CCSc1nnc2c(n1)OC(CC)N(C(C)=O)c1ccccc1-2 (centres undefined),-5%
CCCCn1cc(S(=O)(=O)c2ccc(C)c(C)c2)c(=O)c2cc(F)c(N3CCN(C)CC3)cc21,-1%
COC(=O)c1sccc1S(=O)(=O)N1CCN(c2ccc(Cl)cc2)CC1,-11%
O=C(Nc1cc(C(F)(F)F)ccc1Cl)c1noc2c1CCCCC2,?
CCOc1cccc(C(=O)Nc2nnc(S(=O)(=O)N(C)c3ccc(C)cc3)s2)c1,?
Cc1ccc(-n2ncc(C(=O)N(C)Cc3ccccc3)c2-n2cccc2)cc1,-10%
CCc1ccc(NC(=O)Cn2c(=O)ccc3cc(S(=O)(=O)N4CCCC4)ccc32)cc1,1%
CCc1ccc(CNC(=O)CN2C(=O)CSc3ccc(S(=O)(=O)N4CCOCC4)cc32)cc1,-23%
Fc1ccc(CN2CCc3nc(N4CCN(c5ccccc5F)CC4)ncc3C2)c(F)c1,-6%
CCOC(=O)c1c(C)[nH]c(CCC(=O)NCc2ccc(OC)cc2OC)c1C,8%
CCSc1nn(CC(=O)Nc2cccc(CC)c2)c(N)c1S(=O)(=O)c1ccccc1,-12%
O=C(Nc1cccc(Cl)c1)c1cc(S(=O)(=O)N2CCC3(CC2)OCCO3)ccc1F,-2%
CCn1c(=O)n(-c2cccc(Cl)c2)c(=O)c2sc3ccccc3c21,0%
Cc1ccc2onc(CNC(=O)NCc3cccc(Cl)c3)c2c1,-17%
COc1ccc(S(=O)(=O)N(CC(=O)Nc2cc(C)cc(C)c2)c2ccc(Cl)cc2)cc1,-5%
COc1ccc(Cc2c(C)nn(-c3nc(C)c(C(=O)Nc4ccc(C)cc4C)s3)c2C)cc1,-9%
Cc1c(C(=O)NCc2ccc(F)cc2)sc2nc(-c3ccc(F)cc3)cn12,-8%
COc1ccc(NC(=O)Cn2cc(S(=O)(=O)N3CCC(C)CC3)c3ccccc3c2=O)cc1Cl,-1%
COc1cc2nc(SCc3cccc(Cl)c3)n3nc(CCn4nc(C)cc4C)nc3c2cc1OC,-1%
CC1=C(C(=O)NCc2ccccc2F)C2(CCCCC2)OC1=O,3%
CCOc1ccccc1CNC(=O)c1ccc(Cn2c(=O)c3cccn3c3cccnc32)cc1,-9%
COc1ccc(-c2cnc(C)o2)cc1S(=O)(=O)Nc1ccc(C)c(F)c1,-2%
CC(=O)c1cccc(NC(=O)c2noc3c2CSc2ccccc2-3)c1,-1%
Cc1c(Cl)cccc1NS(=O)(=O)c1ccc(NS(=O)(=O)c2ccc3c(c2)OCCO3)cc1,?
O=S(=O)(c1ccc(F)cc1)N(CC(O)Cn1c2ccccc2c2ccccc21)c1ccccc1 (centres undefined),0%
COc1cccc(Cn2c(NCc3ccc(C)cc3)nc3c2c(=O)n(C)c(=O)n3C)c1,1%
CCN(C(=O)CSc1nnc(-c2cc(OC)c(OC)c(OC)c2)o1)c1ccccc1,?
Cc1c(C(=O)OCC2CCCCC2)[nH]c2c1C(=O)CC(c1ccccc1Cl)C2 (centres undefined),4%
COc1ccc(Cn2c(=O)c3oc4ccccc4c3n(CC(=O)Nc3ccc(F)cc3F)c2=O)cc1,1%
CCc1ccccc1Nc1nn2c(=O)c3ccc(C(=O)NCCC4=CCCCC4)cc3nc2s1,-3%
COc1ccc(C)cc1NC(=O)c1cnc2ccc(C)cn2c1=O,1%
CCOc1ccc(CNC(=O)c2ccc(-c3nc(CSc4ccc(C)cc4)c(C)o3)cc2)cc1,-1%
Cc1ccc(C)c(Cn2c(=O)n(Cc3ccco3)c(=O)c3oc4ccccc4c32)c1,-4%
CCCCCOc1ccc(/C=C/C(=O)Nc2sc3c(c2C(=O)OCC)CCC3)cc1OC,-8%
COc1ccc(-c2[nH]c3ccccc3c2SCCNC(=O)c2cc(OC)c(OC)c(OC)c2)cc1,-10%
COc1ccccc1CNC(=O)C(NS(=O)(=O)c1ccc2c(c1)CCN2C(C)=O)C(C)C (centres undefined),-3%
O=C(NCCc1csc(-c2cccc(F)c2)n1)c1cccs1,?
CCc1nnc(NC(=O)CSc2nc3c([nH]c4ccccc43)c(=O)n2-c2ccc(F)cc2)s1,0%
CCc1ccc(S(=O)(=O)c2nnn(-c3ccc(F)cc3)c2N)cc1,2%
COc1ccc(-c2oc3ncn4nc(COc5ccc(Cl)cc5)nc4c3c2-c2ccc(OC)cc2)cc1,1%
Cc1ccc(Cl)cc1NC(=O)/C(C#N)=C\c1cn(Cc2ccc(F)cc2)c2ccccc12,1%
O=C(c1cc2c(=O)oc3ccccc3c2s1)N1CCN(c2cccc(Cl)c2)CC1,-2%
Cc1ccc(C)c(N2CCN(C(=O)CN3C(=O)COc4ccc(S(=O)(=O)N5CCCCCC5)cc43)CC2)c1,-12%
CCOc1ccc(CNC(=O)C2CCCN(S(=O)(=O)c3ccc4c(ccn4C)c3)C2)cc1 (centres undefined),-3%
CCc1ccc(Nc2cc(C(=O)NCCCN(C)c3ccccc3)c3ccccc3n2)cc1,-1%
O=C(CCCn1c(=O)c2ccccc2n(CC(=O)Nc2cccc(C(F)(F)F)c2)c1=O)NCc1ccc2c(c1)OCO2,-10%
Cc1cccc(C(=O)NCc2nc3ccccc3n2Cc2ccccc2Cl)c1,-18%
COc1ccc(-c2cc(C(F)(F)F)nc(NCc3ccccc3)n2)cc1OC,3%

# Source: PubChem
